GC-A act: GC-A stimulated cGMP production enhancers – HEK293 GC-A cells, cGMP TR-FRET, EC30 ANP, primary screen; AID 1671463, 2021; activation, % at 10 µM; 370,000 tested, 0.14% active; 0% at EC30 ANP, 100% saturating ANP; Atrial natriuretic peptide receptor 1 (Homo sapiens), P16066; in the data active = activation above about 40%
Target sequence (P16066 whole entry, looked up): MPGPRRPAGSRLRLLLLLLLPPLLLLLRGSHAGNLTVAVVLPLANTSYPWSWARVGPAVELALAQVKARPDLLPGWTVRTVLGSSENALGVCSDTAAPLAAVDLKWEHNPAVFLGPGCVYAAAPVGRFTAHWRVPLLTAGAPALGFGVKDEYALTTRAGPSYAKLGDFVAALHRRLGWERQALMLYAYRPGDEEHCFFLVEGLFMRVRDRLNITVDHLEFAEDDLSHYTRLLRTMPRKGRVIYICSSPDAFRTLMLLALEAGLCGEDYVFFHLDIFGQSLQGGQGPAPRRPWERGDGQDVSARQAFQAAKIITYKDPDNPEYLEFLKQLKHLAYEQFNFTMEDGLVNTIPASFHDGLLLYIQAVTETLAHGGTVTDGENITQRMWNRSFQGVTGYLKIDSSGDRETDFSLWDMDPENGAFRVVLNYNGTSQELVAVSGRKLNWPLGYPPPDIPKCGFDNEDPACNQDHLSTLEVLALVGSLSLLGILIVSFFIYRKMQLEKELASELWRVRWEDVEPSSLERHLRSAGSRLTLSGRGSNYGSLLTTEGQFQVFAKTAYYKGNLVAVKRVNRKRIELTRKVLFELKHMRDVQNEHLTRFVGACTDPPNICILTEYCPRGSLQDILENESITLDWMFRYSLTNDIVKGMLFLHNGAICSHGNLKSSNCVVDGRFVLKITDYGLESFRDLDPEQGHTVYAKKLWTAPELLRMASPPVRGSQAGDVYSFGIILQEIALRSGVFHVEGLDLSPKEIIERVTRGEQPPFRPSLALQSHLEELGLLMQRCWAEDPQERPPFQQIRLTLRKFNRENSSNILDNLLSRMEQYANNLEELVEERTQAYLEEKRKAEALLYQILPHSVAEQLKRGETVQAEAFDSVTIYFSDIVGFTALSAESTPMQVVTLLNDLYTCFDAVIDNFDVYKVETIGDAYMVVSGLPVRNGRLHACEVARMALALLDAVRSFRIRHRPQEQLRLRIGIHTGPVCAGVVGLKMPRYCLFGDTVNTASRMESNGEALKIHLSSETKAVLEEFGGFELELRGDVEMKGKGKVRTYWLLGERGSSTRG
HTRA1 inh: HTRA1 serine protease inhibitors, primary screen, biochemical, fluorescence polarization, HTS; AID 504803, 2011; inhibition, % at 5.96 µM; recombinant HTRA1, FP-rhodamine activity-based probe; Q92743; 340,000 tested, 0.5% active; in the data active = inhibition above about 36%;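 note: 0% = enzyme with DMSO and 100% = wells lacking enzyme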
GC-B act: human GC-B receptor activators, primary screen, HEK293 GC-B cells, cGMP TR-FRET, EC30 CNP. activation, % at 10 µM. 0% at EC30 CNP, 100% saturating CNP. 370,000 tested, 0.11% active;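 active = activation at 10 µM reaching about 35% in either raw or pattern-adjusted values, limit read from the data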
PG9 binder: binders of HIV-1 gp120 antibody PG9, primary screen, biochemical, TR-FRET; HIV-1 gp120 / PG9 antibody interaction; TR-FRET gp120-PG9 antibody binding; inhibition, % at 6.7 µM; 360,000 tested, 0.43% active; in the data active = inhibition above about 8.5%
ABHD4 inh: ABHD4 inhibitors, primary screen, biochemical, fluorescence polarization, mouse | 370,000 tested, 0.54% active | inhibition, % at 8.92 µM | (Lyso)-N-acylphosphatidylethanolamine lipase (Mus musculus), Q8VD66 | purified mABHD4, FP-Rh probe fluorescence polarization;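 active = inhibition exceeding the mean over every tested compound plus 3 SD, cut at about 30% in these data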;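 note: 0% = plate median of compound wells and 100% = S159A mutant with DMSO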
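Test system: mABHD4 protein | Buffer or medium: HEPES pH 7.0 buffer, 150 mM NaCl, 0.01% Pluronic F-127 | Probe or stimulus: FP-Rh fluorescent activity-based probe, added after compound pre-incubation | Timing: Pre-incubation 45 min, probe exposure 60 min, at 25 °C | Technique: Fluorescence polarization, excitation 525 nm, emission 598 nm, BODIPY TMR filters | Repeats: Single well per compound (singlicate)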
rCAG RNA binder: binders of r(CAG) RNA repeats, primary screen, biochemical, fluorescence. r(CAG) RNA repeat, TO-PRO-1 dye displacement fluorescence. inhibition, % at 3 µM. 370,000 tested, 1.3% active. AID 651821, 2012;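 active = inhibition above the plate cutoff, the mean of all test compounds on that plate plus 3 SD, cut at about 35% in these data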;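 note: 0% = DMSO alone and 100% = 100 µM mitoxantrone as full dye displacement; higher means more dye released from RNA so lower well fluorescence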
NR1D1 modulator: modulators of Rev-erb alpha DNA binding, primary screen, biochemical, FITC-DNA, fluorescence polarization, uHTS | Rev-erbα–FITC-DNA binding, 90 min | activity, % at 10 µM | 370,000 tested, 0.79% active | AID 1259318, 2017;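 active = activity above about 14%, limit read from the data; passing the limit was not always enough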;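 note: 0% = DMSO wells with 35 nM protein and 100% = DMSO wells with 750 nM protein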
ASAP1 GAP inh: inhibitors of human ASAP1 ArfGAP activity, primary screen, biochemical, fluorescence polarization; ASAP1-stimulated ARF1 GTP hydrolysis, GDP FP detection; Arf-GAP with SH3 domain, ANK repeat and PH domain-containing protein 1 (Homo sapiens), …; 360,000 tested, 0.19% active; AID 624377, 2012; inhibition, % at 16.5 µM; in the data active = inhibition above about 25%;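 note: 0% = vehicle with enzyme and substrate and 100% = no enzyme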
ARFGAP1 inhibitor: inhibitors of rat ARFGAP1 GAP activity, primary screen, biochemical, fluorescence polarization, GDP tracer | ADP-ribosylation factor GTPase-activating protein 1 (Rattus norvegicus), Q62848 | 360,000 tested, 0.26% active | Arfgap1-stimulated ARF1 GTP hydrolysis, GDP FP detection | inhibition, % at 16.5 µM;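 active = inhibition above a per-plate limit, mean inhibition of low control wells plus 3 SD, cut at about 25% in these data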;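 note: 0% = DMSO wells with enzyme and 100% = wells lacking Arfgap1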
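system = rat Arfgap1 catalytic domain, aa 1-136 | technique = FP, GDP Alexa 633 tracer displaced from anti-GDP antibody, 620/688 nm | compound = one concentration, 16.5 µM, DMSO 1.26% | medium = HEPES-based buffer, pH 7.5 | timing = compound-enzyme preincubation 20 min, reaction 120 min, detection 60 min, 25 °C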
SMARCA2 activ: SMARCA2 (BRM) function activators, primary screen, cell-based, luminescence, high throughput | MG213 cells, MMTV-luciferase reporter, dexamethasone, overnight | AID 652017, 2013 | activation, % at 9.1 µM | 370,000 tested, 1% active; in the data active = activation above about 7.8%;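 note: 0% = vehicle wells and 100% = reference activator wells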
Numbers without * were called inactive; nt = not tested or not shown. Not a hit list; about 4.4% have a hit in one of these screens.

SMILES	GC-A act	HTRA1 inh	GC-B act	PG9 binder	ABHD4 inh	rCAG RNA binder	NR1D1 modulator	ASAP1 GAP inh	ARFGAP1 inhibitor	SMARCA2 activ
Cc1cc(=O)oc2cc(NC(=O)C(C)Oc3ccc(F)cc3)ccc12 (stereo unspecified)	-2	-12	-6	-0.2	3	1	-4	-8	10	0
Cc1ccc(-c2csc(Nc3ccc(C(=O)O)cc3)[n+]2Cc2ccccc2)cc1	-2	1	-4	0.5	4	1	-15	12	-4	2
O=C(NCC(=O)N1CCCCC1)c1ccc(Cl)cc1Cl	0	2	5	-1.8	-3	2	-2	2	3	3
O=C(CSc1nnc(-c2cccnc2)n1-c1ccccc1)Nc1cccc2ccccc12	-7	nt	-7	nt	1	3	-6	nt	nt	-4
COC(=O)C1C(=O)NCC1c1ccc(OC)cc1 (stereo unspecified)	-1	8	2	-1.9	7	-1	5	2	4	4
Cc1ccc(NS(=O)(=O)c2c(F)cc(F)c(Cl)c2F)cc1S(=O)(=O)N1CCOCC1	2	3	-1	-1.7	-7	31	0	-1	5	-4
CC(C)(C)C(=O)COC(=O)c1cc(S(=O)(=O)N2CCCCC2)ccc1N1CCOCC1	-1	4	1	-0.5	1	-3	2	-5	7	-1
c1cnc2ccc(C(c3nnnn3C3CCCC3)N3CCN4CCCC4C3)cc2c1 (stereo unspecified)	-3	-2	1	-0.9	-1	-4	-3	3	-3	-2
CC1(C)Oc2ccc3ccc(=O)oc3c2/C(=N/O)C1=O	1	6	-3	-0.6	7	1	4	1	-9	4
N#CCSc1nc(-c2ccccc2)cs1	3	-6	2	1.3	-9	-3	-4	5	6	3
CC1=C(C(=O)N(C)C)CC(CC(=O)NC2CC2)C(=O)N1Cc1ccccc1 (stereo unspecified)	2	8	-2	1.9	9	5	-12	-3	1	-5
CCOC(=O)c1nc(C(=O)NCc2ccc(C)cc2)nc2ccccc12	-1	-12	-2	1.1	-1	-5	-6	-1	-1	1
O=C(CSc1nnnn1C1CCCCC1)N1CCc2ccccc21	0	-1	-1	0.4	8	-2	-1	7	8	-4
COc1ccccc1-c1ccc([C@@H]2C[C@H]3[C@H](CON3C)CN2CC2CCCCC2)cc1	1	nt	4	-0.3	-1	3	1	-4	5	-5
COC(=O)C(C)(C(=O)OC)c1ccccc1[N+](=O)[O-]	0	-3	3	2.8	-1	-2	-1	-13	-17	-4

Profiles from above.
Entry for `Cc1ccc(NS(=O)(=O)c2c(F)cc(F)c(Cl)c2F)cc1S(=O)(=O)N1CCOCC1` = GC-A act: 2; HTRA1 inh: 3; GC-B act: -1; PG9 binder: -1.7; ABHD4 inh: -7; rCAG RNA binder: 31; NR1D1 modulator: 0; ASAP1 GAP inh: -1; ARFGAP1 inhibitor: 5; SMARCA2 activ: -4
Entry for `CC1(C)Oc2ccc3ccc(=O)oc3c2/C(=N/O)C1=O` = GC-A act: 1; HTRA1 inh: 6; GC-B act: -3; PG9 binder: -0.6; ABHD4 inh: 7; rCAG RNA binder: 1; NR1D1 modulator: 4; ASAP1 GAP inh: 1; ARFGAP1 inhibitor: -9; SMARCA2 activ: 4

Continuation.
SMILES	GC-A act	HTRA1 inh	GC-B act	PG9 binder	ABHD4 inh	rCAG RNA binder	NR1D1 modulator	ASAP1 GAP inh	ARFGAP1 inhibitor	SMARCA2 activ
COc1cc(CN2CCCCC2C(=O)Nc2ccc(Oc3ccccc3)nc2)ccc1O (stereo unspecified)	1	-4	-2	-0.3	-2	1	2	14	-1	-2
O=C(NCC(c1cccnc1)N1CCN(c2ccc(F)cc2)CC1)c1cccc(Cl)c1 (stereo unspecified)	-9	-7	-1	0.6	-20	4	4	-8	17	-1
O=C(Nc1ccc(Cl)cc1)N1CCC(CO)(Cc2ccccc2)CC1	-2	-17	-12	-1.7	-14	-3	1	-3	12	-1
O=C1/C(=C/c2cccs2)CCC/C1=C\c1cccs1	-5	-12	-1	-0.9	1	19	-9	-2	-3	5
CC1CN(c2ccccc2)NC1=O (stereo unspecified)	-5	5	-2	-1.8	8	-2	0	-9	3	3
C/C(=N/NC(=O)CNC(=O)c1cccnc1)c1ccco1	-1	6	-1	-1.7	3	0	-1	0	10	0
CCOc1ccc(OCc2cccc(C(=O)O)c2)cc1	2	1	-5	1.4	1	3	-2	8	-3	0
O=C(/C=C/c1ccc2c(c1)OCO2)Nc1ccc(Cl)cn1	-5	-8	-1	1.4	2	0	3	0	14	4
COc1ccc(/C=C2\SC(=O)N(CCNC(=O)Cn3[nH]c(=O)c4ccccc4c3=O)C2=O)cc1	-1	-2	0	0.6	-7	7	-11	-4	-9	-8
CCOC(=O)C1CCN(C2=C(NS(=O)(=O)c3ccc(Cl)cc3)C(=O)c3ccccc3C2=O)CC1	3	29	-1	-2.8	41*	2	-1	5	-12	-1
C=CCN=C1SCC(=O)N1S(=O)(=O)c1ccccc1	-1	-6	-1	-2.0	-8	2	2	1	-3	-2
CC(C)Oc1ccc(C(=O)OC(C)C(=O)NC2CCCCC2C)cc1 (stereo unspecified)	1	-6	-1	-0.9	-5	-8	-3	11	2	0
CCOC(=O)c1ccc(NC(=O)C2=C(C)Nc3nc(CCCO)nn3C2c2cccc(C)c2)cc1 (stereo unspecified)	-1	5	-2	-0.2	0	0	2	15	2	-3
Cc1c(NS(=O)(=O)N2CCCCC2)c(=O)n(-c2ccccc2)n1C	-1	-5	4	-2.0	4	0	3	-9	17	-4
NC(=O)C1CCN(C(=S)c2ccc(-c3ccc(Br)cc3)o2)CC1	45*	nt	47*	-2.3	4	3	2	-14	-3	3
O=C(CN1CCCCCCC1)Nc1cccc(Cl)c1Cl	0	-3	-2	1.2	1	-1	6	7	-3	1
CC1(C)CC(=O)C(C(C2=C(O)CC(C)(C)CC2=O)c2ccc([N+](=O)[O-])cc2)C(=O)C1 (stereo unspecified)	-4	5	-3	-0.5	4	4	3	-11	4	-1
COc1ccc(N=C2SCC(c3ccccc3)=NN2C)cc1	2	-3	0	1.1	-3	-7	-2	-5	-10	-2
O=C1NC(c2ccccc2Cl)Nc2ccccc21 (stereo unspecified)	-2	5	3	0.4	-2	-1	0	-9	-13	-6
Cn1ncc(Cl)c1C(=O)NCc1ccco1	1	-4	2	-2.3	-1	0	-2	3	12	1
CCN(CC)C(=O)C(=O)Nc1ccc(Oc2ccccc2)cc1	0	6	5	1.7	3	-7	-2	-1	-2	0
COc1ccc(CNC(=O)C(c2ccco2)N(C(=O)CNS(=O)(=O)c2ccccc2)c2ccccc2C)cc1 (stereo unspecified)	-8	-25	-3	-0.3	-17	-3	3	-13	6	2
CCOc1ccc(CCNC(=O)COc2cccc(-n3cnnn3)c2)cc1OCC	-2	-3	2	-1.2	-4	-3	-3	8	0	1
Cc1ccc(S(=O)(=O)NC(=O)C2(C)CCN2C(=O)COc2ccc(Cl)cc2)nc1 (stereo unspecified)	4	nt	-3	-1.6	-5	3	-1	14	10	-4
Cc1ccccc1-n1sc2cc(F)ccc2c1=O	12	0	12	0.5	15	-3	-12	-2	-7	-1
CCCN1CCN(C(=O)CCS(=O)(=O)c2cc3c(cc2Cl)NC(=O)CO3)CC1	-3	-2	6	-1.6	5	1	7	-3	-3	-1
CC(C)CN1CC(C)C(=O)N(c2ccccc2)C1=S (stereo unspecified)	-6	-2	3	1.3	7	-2	4	7	-1	-4
CC(=O)C1=C(C)N(CC(C)C)C(=S)NC1c1cccc(Cl)c1 (stereo unspecified)	-3	nt	-7	0.7	-2	0	-1	-2	-4	-5
CCO/C(C)=N/Oc1cnc2ccccc2c1	7	nt	2	-0.1	5	2	2	3	14	3
O=C(CCc1nnc(Cc2ccc(-c3ccccc3)cc2)o1)NCC1CC1	-4	-24	-3	0.7	0	-3	5	6	4	-4
Cc1c(C(c2ccc(N(C)C)cc2)c2c(C)n(C)n(-c3ccccc3)c2=O)c(=O)n(-c2ccccc2)n1C	2	-24	-4	-3.4	-21	3	-8	-10	-3	-3
O=[N+]([O-])C(=C1NCCN1)C(Cl)=C(Cl)Cl	0	-4	-2	-0.2	17	0	-6	0	0	-1
NNC(=O)/C(=N/Nc1ccccc1)S(=O)(=O)c1ccc(Cl)cc1	2	9	3	-0.7	13	30	0	3	7	-1
O=C(NC1CCCCN(Cc2cccc(Cl)c2)C1=O)c1ccc(Cl)cc1Cl (stereo unspecified)	0	nt	1	nt	-10	4	-2	nt	nt	-3
CCc1noc(C)c1C(=O)NCCN1C(=O)S/C(=C\c2ccc(OC)cc2)C1=O	-3	-3	2	1.3	-1	-4	-5	-9	7	1
CCCS(=O)(=O)c1nc(S(=O)(=O)c2ccc(C)cc2)c(NCCCN2CCCC2=O)s1	4	-1	0	-0.5	-3	-2	-1	6	8	-2
CC1(C(=O)O)COC(c2ccc([N+](=O)[O-])cc2)OC1 (stereo unspecified)	2	0	3	-1.9	-2	3	-2	4	13	-1
CCCC(=O)N1CCN(c2ccc(NC(=O)c3cc4ccccc4o3)cc2Cl)CC1	4	-26	-3	0.7	-4	6	4	9	12	-2
CC1CC(C)CN(C(=O)COC(=O)COc2ccccc2C#N)C1 (stereo unspecified)	-1	5	0	-0.6	-9	-2	-8	-5	11	-3
CCOC(=O)C1=C(COC(=O)CNC(=O)c2ccc(C)cc2)NC(=O)NC1C (stereo unspecified)	-1	0	2	0.2	4	-5	-5	-8	-7	1
Cc1c(Cl)cccc1NC(=O)N1CCCN(c2nc(-c3ccccc3)ns2)CC1	4	-17	-4	-0.1	-8	-1	-4	6	5	-6
C/C(=N/NC(=O)c1ccc(C)nc1)c1ccc2c(c1)CCCC2	-2	5	-1	-3.4	1	2	6	3	-21	-4
CCC1Oc2ccc(C)cc2N(CC(=O)N2CCCC2)C1=O (stereo unspecified)	-2	5	5	-0.2	1	-3	-7	-4	-9	2
CCOc1ccc(C(=O)Nc2nnc(C(C)C)s2)cc1OCC	-1	-3	1	-0.5	2	-2	-4	-1	2	-2
Cc1ccc(/C=N\NC(=O)c2ccc(Cn3cc(Br)c([N+](=O)[O-])n3)o2)o1	5	-9	9	-2.4	4	3	5	1	7	-1
CC(C)(C)c1ccc(Cn2nnc3c(=O)[nH]c(C4CCN(C(=O)Cc5cccs5)CC4)nc32)cc1	-2	-46	0	0.4	-9	9	2	2	-1	-4
COC(=O)c1ccsc1NC(=O)c1cccc(OC)c1	-3	-20	-4	1.3	-12	9	-3	2	3	0
COc1ccc(S(=O)(=O)N2CCC(C(=O)OCC(=O)c3ccccc3)CC2)cc1[N+](=O)[O-]	-3	2	-2	-1.1	-3	4	0	-1	-2	-3
Cc1cc(N2CCOCC2)c2c(N)c(Br)cc(C)c2n1	1	2	5	-1.7	4	-2	-1	-3	-9	0
